# Screening results as filed in PubChem BioAssay.
# Tau fil binding – qHTS Assay for Tau Filament Binding; recombinant tau filaments, thioflavin S fluorescence, 15 h; filaments grown with octadecylsulfate alongside compound; Potency, µM (highest dose often 57.1 µM), for inactives: at the top dose activity change, negative = inhibition; hit rate 2% among 71,000; AID 596, 2007;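 note: potency is the fitted concentration of half-maximal effect; % is set by controls: 0 for no effect and ±100 for the full control effect; actives lower thioflavin S fluorescence by blocking filaments or displacing dye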
# Target sequence (P10636 whole entry, looked up): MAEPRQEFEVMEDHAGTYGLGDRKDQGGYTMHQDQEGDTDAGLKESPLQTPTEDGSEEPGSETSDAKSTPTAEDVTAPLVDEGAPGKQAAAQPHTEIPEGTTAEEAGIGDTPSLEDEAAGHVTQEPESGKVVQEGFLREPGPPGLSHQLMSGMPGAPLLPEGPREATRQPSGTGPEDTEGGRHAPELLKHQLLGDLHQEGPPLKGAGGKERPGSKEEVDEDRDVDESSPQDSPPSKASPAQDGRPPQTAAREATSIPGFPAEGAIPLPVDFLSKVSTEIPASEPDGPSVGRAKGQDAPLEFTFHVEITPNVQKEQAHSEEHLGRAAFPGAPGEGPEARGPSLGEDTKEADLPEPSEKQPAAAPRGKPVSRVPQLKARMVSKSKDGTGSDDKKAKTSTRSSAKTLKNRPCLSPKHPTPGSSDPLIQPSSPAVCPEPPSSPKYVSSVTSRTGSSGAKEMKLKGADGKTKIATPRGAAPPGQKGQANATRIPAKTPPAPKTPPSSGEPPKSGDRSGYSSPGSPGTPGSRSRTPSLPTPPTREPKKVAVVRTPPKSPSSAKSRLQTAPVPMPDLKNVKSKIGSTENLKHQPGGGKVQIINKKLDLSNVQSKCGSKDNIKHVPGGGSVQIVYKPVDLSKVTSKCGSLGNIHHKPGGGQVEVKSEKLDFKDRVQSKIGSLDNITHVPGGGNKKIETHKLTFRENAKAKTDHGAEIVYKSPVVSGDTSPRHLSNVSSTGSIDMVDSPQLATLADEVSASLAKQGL
#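 Tau 2 uM in ThS buffer dispensed; compound added; 60 uM ODS added (finals 1 uM tau, 30 uM ODS); 15 h 37 C; fluor ex450/em510.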
# HBB splicing – qHTS Assay for Modulators of Hemoglobin Beta Chain Splicing; HBB splicing reporter cell assay, activation; EGFP reporter with mutant IVS2-654 intron; response scale: normalised to 500 nM splice-correcting PNA; hit rate 0.06% among 65,000; Potency, µM (series often up to 46.1 µM), without a hit: at the top dose activation, actives largely listed as activators; note: potency is the fitted concentration of half-maximal effect; 0% is about no effect
#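 Compounds were applied for 2 days to HeLa EGFP-654 cells, 500/well in Optimem with 2% FCS. The reporter's EGFP is disrupted by mis-splicing of beta-globin intron IVS2-654. Readout: summed well GFP fluorescence from 488 nm laser scanning; reference was 500 nM antisense […] 654 PNA.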
# ERK AVP block – qHTS Assay for Inhibitors of the ERK Signaling Pathway using a Homogeneous Screening Assay; HEK293-V1b, vasopressin-stimulated pERK AlphaScreen; Potency, µM (doses to about 57.5 µM), for inactives: top-dose activity, negative = inhibition, hits mostly inhibitors; hit rate 0.99% among 72,000; AID 995, 2007; note: potency is the fitted concentration of half-maximal effect; % is set by controls: 0 for no effect and ±100 for the full control effect; nearly all actives have a fitted effect of over 55% in size
#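 Overnight-seeded V1b-HEK293 cells in 1% FBS got compound, then vasopressin (25 nM final, 5 min, 37C), then lysis buffer. AlphaScreen detection of phospho-ERK; activity normalized to basal and full-stimulation controls.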
# Hsp90 Hop PPI – qHTS Assay for Disrupters of an Hsp90 Co-Chaperone Interaction; Hsp90 C-terminal peptide / TPR2A (Hop) interaction, human; Potency, µM (highest dose often 57 µM), without a hit: at the top dose activity change, negative = inhibition; AID 595, 2007; AlphaScreen TPR2A-His6 binding biotin-Hsp90 C-terminal peptide; hit rate 0.44% among 71,000; active = well fitted curve in either direction with a large enough effect; inconclusive = small, poorly fitted or top-dose-only effect, or another doubt; note: potency is the fitted concentration of half-maximal effect; % is set by controls: 0 for no effect and ±100 for the full control effect; many of its hits are not listed in these tables
# UbGFP stabilizer – Ubiquitin-GFP Assay | 67,000 tested, under 10 active | Ubiquitin-GFP reporter cells, proteasome inhibition, GFP fluorescence; response scale: untreated = 0%, 10 µM MG-132 = 100% | Potency, µM (doses to about 45.9 µM), for inactives: at the top dose activation (GFP accumulation), usual class: activators; active = well fitted activation curve with a large enough effect, not every such curve was filed as active; inconclusive = small, poorly fitted or top-dose-only effect, or another doubt; inactive = no such curve, though single readings can be large or run the other way; note: potency is the fitted concentration of half-maximal effect
#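 Reporter cells (U2OS, ubiquitin-G76V-GFP fusion) are plated overnight, then treated 4 hr at 37 °C with compound titrations from 46 uM down to 2.9 nM. Activity is scaled against untreated cells and 10 uM MG-132.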
# 15-hLO inh – qHTS Assay for Inhibitors of 15-hLO (15-human lipoxygenase); Polyunsaturated fatty acid lipoxygenase ALOX15 (Homo sapiens), P16050; purified 15hLO-1, xylenol orange hydroperoxide absorbance; Potency, µM (doses to about 57.1 µM), for inactives: at the top dose activity change, negative = inhibition, usual class: inhibitors; hit rate 1.4% among 74,000; AID 887, 2007; note: potency is the fitted concentration of half-maximal effect; % is set by controls: 0 for no effect and ±100 for the full control effect; nearly all actives have a fitted effect of over 55% in size
#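 Purified human 15hLO-1 (40 nM) in 25 mM Hepes pH 7.5, 0.01% Triton X-100, preincubated 15 min RT with compound, then 50 uM arachidonic acid for 6 min. Hydroperoxide read by ferrous/xylenol orange, 30 min; 573/405 nm absorbance ratio gave progress.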
# Luciferase inh – qHTS Assay for Inhibitors of Firefly Luciferase; Luciferin 4-monooxygenase (Photinus pyralis), P08659; purified firefly luciferase, luminescence, 8 min; Potency, µM (doses to about 57.1 µM), without a hit: at the top dose activity change, negative = inhibition, hits mostly inhibitors; hit rate 2.2% among 72,000; AID 411, 2009; note: potency is the fitted concentration of half-maximal effect; % is set by controls: 0 for no effect and ±100 for the full control effect; nearly all actives have a fitted effect of over 40% in size
#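 Compounds were tested as concentration series (qHTS) against purified P. pyralis luciferase with luciferin and 10 uM ATP in 50 mM imidazole pH 7.2, 50 mM KCl, 7 mM MgCl2, 0.01% Tween 20, 0.05% BSA. Luminescence was read after 8 min at ambient temperature.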
# HADH2 inhib – qHTS Assay for Inhibitors of HADH2 (Hydroxyacyl-Coenzyme A Dehydrogenase, Type II) | 3-hydroxyacyl-CoA dehydrogenase type-2 (Homo sapiens), Q99714 | recombinant HADH2, NADH fluorescence, beta-hydroxybutyryl-CoA | Potency, µM (top dose mostly 57.1 µM), for the others: top-dose activity change, negative = inhibition, hits mostly inhibitors | hit rate 3.4% among 73,000 | AID 886, 2007; note: potency is the fitted concentration of half-maximal effect; % is set by controls: 0 for no effect and ±100 for the full control effect; nearly all actives have a fitted effect of over 60% in size; many of its hits are not listed in these tables
#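 Buffer 100 mM Tris-HCl pH 9.0/0.01% Tween-20; HADH2 20 nM; NAD+ 1 mM; beta-hydroxybutyryl-CoA 90 uM (all final). 15 min cpd preincubation, RT.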
# DNA Pol III inh – qHTS Assay for Inhibitors of DNA Polymerase III Holoenzyme System; Potency, µM (titrated, usually from 57.1 µM), without a hit: at the top dose activity change, negative = inhibition; hit rate 0.25% among 71,000; reconstituted DNA polymerase III holoenzyme replication, biochemical; note: potency is the fitted concentration of half-maximal effect; % is set by controls: 0 for no effect and ±100 for the full control effect
#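 Reconstituted *E. coli* holoenzyme (0.35 nM Pol III, 1 nM beta, 154 nM SSB, 2 nM primase) was preincubated with compound for 15 min at RT. Synthesis on 1.4 nM ssM13Gori ran 35 min, then was stopped with PicoGreen/EDTA and read as dsDNA fluorescence.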
# CRE-bla Fsk – Cell signaling CRE-BLA (Fsk stim). CHO CRE-bla reporter (cAMP response element driving beta-lactamase), forskolin EC10, beta-lactamase ratio. Potency, µM (titrated, usually from 38.2 µM), without a hit: at the highest dose activity change, negative = inhibition, hits mostly activators. hit rate 2.5% among 71,000. AID 662, 2007; active = well fitted activation curve with a large enough effect in the signal ratio, with a control signal flat, not every such curve was filed as active; inconclusive = small, poorly fitted or top-dose-only effect, or effect the other way, or a change in a side signal; the % refers to the signal ratio; note: potency is the fitted concentration of half-maximal effect; % of control where 0% means no effect
#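 CRE-bla CHO cells stimulated with EC10 NKH 477 (water-soluble forskolin) and compound titrations, 3 h at 37C; beta-lactamase read with CCF4 after 2 h at room temperature. Activity from 460/530 nm emission ratio, AC50 values for positive or negative modulation.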
# GFP derepression – qHTS Assay for Epigenetic Modulators. Potency, µM (doses to about 46.1 µM), for inactives: at the highest dose GFP derepression (activation). mouse C127i GFP locus derepression, cytometry, 30 h. hit rate 0.09% among 68,000; note: % of control where 0% means no effect
#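 Murine C127i mammary cells carrying a silenced, stably integrated CMV-driven GFP reporter were treated with compound for 30 hours at 37 C. After PBS washes, GFP-positive cells were counted by laser-scanning microplate cytometry.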
# An asterisk follows results filed as active; ? = inconclusive; · = not tested or not shown; [ ] = another dose, or the depositor's remark. Unless noted, calls come from the whole dose curve; as a rule, active = well fitted curve in the direction sought with a large enough effect; inconclusive = small, poorly fitted or top-dose-only effect, or another doubt; inactive = no such curve, though single readings can be large; an effect the other way counts as inactive or inconclusive. Not all compounds are listed (hit frequency here may not be typical).
SMILES,Tau fil binding,HBB splicing,ERK AVP block,Hsp90 Hop PPI,UbGFP stabilizer,15-hLO inh,Luciferase inh,HADH2 inhib,DNA Pol III inh,CRE-bla Fsk,GFP derepression
Cc1cc(C)n2nc(SCC(=O)c3cc(C)n(-c4cc(C)on4)c3C)nc2n1,7.2%,0.9%,4.5%,-1.6%,-16.5%,-15.8%,-1.5%,-5.3%,-5.3%,?,2.3%
O/N=C1\CCC\C1=C/c1ccco1,22.6%,-6.8%,11.5%,-4.5%,1.9%,-26.4%,-1.6%,-8.0%,-15.2%,-10.0%,-2.3%
COc1ccccc1N1CCN(CCNC(=O)Nc2cccc(C)c2C)CC1,19.2%,0.6%,-16.6%,-8.5%,-6.0%,-6.3%,-2.4%,2.7%,-5.3%,-24.4%,0.0%
O=C(c1ccco1)N1CCN(C(c2cccs2)c2sc3ncnn3c2O)CC1 (centres undefined),144.3%,0.1%,·,-7.0%,10.9%,-5.0%,2.2%,?,-15.9%,-8.9%,·
O=c1cc(-c2c(F)c(F)c(F)c(F)c2F)oc2c(F)c(F)c(F)c(F)c12,15.8µM*,?,?,-3.0%,-5.1%,4.8%,4.6%,1.0%,-5.4%,?,11.6%
COCCN(C(=O)c1csnn1)C(C(=O)NC(C)(C)C)c1cccc(OC)c1 (centres undefined),-1.8%,·,3.0%,-1.4%,-2.2%,3.6%,2.4%,10.3%,-3.7%,0.3%,3.8%
CCCCCOC(=O)c1ccc(NC(=O)c2ccco2)cc1,5.7%,·,9.5%,8.0%,-1.1%,-6.3%,-1.4%,0.2%,-8.3%,?,-1.2%
C=C(c1cccc2ccccc12)P(=O)(O)O,2.2%,-4.8%[57.5 µM],-5.2%,1.5%,0.0%,1.4%,5.4%,1.1%,-8.7%,-9.0%,0.0%
CN(C)CC[C@@H](C(=O)C(C)(C)C)c1ccccn1,10.3%[11.4 µM],2.4%[9.22 µM],17.3%[11.5 µM],1.7%[11 µM],2.9%[9.17 µM],-12.6%[11.4 µM],2.3%[11.4 µM],3.6%[11.4 µM],-3.0%[11.4 µM],-3.5%[7.6 µM],-2.2%[9.22 µM]
CN1CCN(S(=O)(=O)c2cccc(C(=O)NC3CCCc4ccccc43)c2)CC1 (centres undefined),5.1%,-3.3%,-17.7%,-2.3%,-4.7%,1.1%,1.3%,3.4%,-5.3%,-23.7%,0.0%
C=CCN1C(=O)CN=C1Nc1cc(C)ccc1C,1.2%,-1.6%,4.9%,-7.0%,0.8%,1.7%,0.3%,-1.9%,2.8%,?,-1.2%
Cc1cc2oc(=O)c3c(c2cc1OCc1nn[nH]n1)CCCC3,4.4%,0.0%[57.5 µM],-9.8%,-1.6%,1.8%,3.5%,2.5%,-29.0%,-0.3%,5.9%,3.8%
Cn1c(=O)c2c(nc(CN3CCN(C(=O)c4ccco4)CC3)n2Cc2ccc(F)cc2)n(C)c1=O,11.8%,4.7%[0.369 µM],-9.8%,0.3%,0.0%,3.0%,0.9%,-8.6%,-3.4%,-0.5%,-1.1%
CCN1CCc2c(sc(NC(=O)c3ccc(S(=O)(=O)N4CCOCC4)cc3)c2C(=O)OC)C1,20.0%,0.1%[0.369 µM],-23.4%,-2.4%,1.8%,-1.9%,-0.8%,0.2%,-5.2%,?,2.2%
CCc1c(O)nc(SCC(=O)Nc2ccccc2OC)[nH]c1=O,56.2%[11.4 µM],-3.6%[0.0738 µM],-19.2%,-4.1%[11 µM],13.6%[9.17 µM],-3.8%[11.4 µM],-4.3%,-8.5%[11.4 µM],2.4%[11.4 µM],?,0.0%
COc1ccc(S(=O)(=O)NC(CC(=O)NCc2ccc3c(c2)OCO3)c2ccco2)cc1 (centres undefined),-1.0%,3.7%,10.2%,0.4%,9.6%,-1.9%,1.7%,1.2%,-7.5%,-13.3%,-1.8%

# In the list so far, these have four or more nitrogen atoms.
SMILES,Tau fil binding,HBB splicing,ERK AVP block,Hsp90 Hop PPI,UbGFP stabilizer,15-hLO inh,Luciferase inh,HADH2 inhib,DNA Pol III inh,CRE-bla Fsk,GFP derepression
Cc1cc(C)n2nc(SCC(=O)c3cc(C)n(-c4cc(C)on4)c3C)nc2n1,7.2%,0.9%,4.5%,-1.6%,-16.5%,-15.8%,-1.5%,-5.3%,-5.3%,?,2.3%
COc1ccccc1N1CCN(CCNC(=O)Nc2cccc(C)c2C)CC1,19.2%,0.6%,-16.6%,-8.5%,-6.0%,-6.3%,-2.4%,2.7%,-5.3%,-24.4%,0.0%
O=C(c1ccco1)N1CCN(C(c2cccs2)c2sc3ncnn3c2O)CC1 (centres undefined),144.3%,0.1%,·,-7.0%,10.9%,-5.0%,2.2%,?,-15.9%,-8.9%,·
COCCN(C(=O)c1csnn1)C(C(=O)NC(C)(C)C)c1cccc(OC)c1 (centres undefined),-1.8%,·,3.0%,-1.4%,-2.2%,3.6%,2.4%,10.3%,-3.7%,0.3%,3.8%
Cc1cc2oc(=O)c3c(c2cc1OCc1nn[nH]n1)CCCC3,4.4%,0.0%[57.5 µM],-9.8%,-1.6%,1.8%,3.5%,2.5%,-29.0%,-0.3%,5.9%,3.8%
Cn1c(=O)c2c(nc(CN3CCN(C(=O)c4ccco4)CC3)n2Cc2ccc(F)cc2)n(C)c1=O,11.8%,4.7%[0.369 µM],-9.8%,0.3%,0.0%,3.0%,0.9%,-8.6%,-3.4%,-0.5%,-1.1%
